EBNA-1 inh: EBNA-1 DNA-binding inhibitors, primary screen, biochemical, fluorescence polarization | inhibition, % at 14.8 µM | 300,000 tested, 0.34% active | AID 1950, 2009; in the data active = inhibition above about 28%
ZTA counter: blocks Epstein-Barr virus ZTA, an EBNA-1 counter-screen; 320,000 tested, 0.15% active; ZTA-DNA binding, fluorescence polarization; inhibition, % at 11 µM; AID 2234; P03206; in the data active = inhibition above about 33%
pPAFAH inh: pPAFAH enzyme inhibitors, primary screen, biochemical, fluorescence polarization, human; recombinant pPAFAH, FP-rhodamine probe fluorescence polarization; Platelet-activating factor acetylhydrolase (Homo sapiens), Q13093; inhibition, % at 3.39 µM; 330,000 tested, 1.5% active;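 active = inhibition above the mean inhibition across the screen plus 3 SD, cut at about 25% in these data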;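 also: inhibitors block binding of the rhodamine activity-based probe so polarization drops; 0% = enzyme with DMSO and 100% = wells lacking pPAFAH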
PAFAH1B2 inh: PAFAH1B2 enzyme inhibitors, primary screen, biochemical, fluorescence polarization, human. Platelet-activating factor acetylhydrolase IB subunit alpha2 (Homo sapiens), P68402. recombinant PAFAH1B2, FP-rhodamine activity probe. inhibition, % at 3.39 µM. 340,000 tested, 1.2% active. AID 492953, 2010;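 active = inhibition above the mean of all tested compounds plus 3 SD, cut at about 24% in these data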;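 also: 0% = enzyme with DMSO and 100% = wells lacking PAFAH1B2; many of its hits are not listed in these tables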
LYPLA1 inh: LYPLA1 inhibitors, primary screen, counter-screen for PME1 inhibitor project, biochemical, fluorescence polarization, FP-Rh probe ABPP | Acyl-protein thioesterase 1 (Homo sapiens), O75608 | recombinant LYPLA1 | inhibition, % at 5.9 µM | 320,000 tested, 0.16% active | AID 2174, 2009;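 active = inhibition above the mean of all tested compounds plus 3 SD, set per campaign, cut at about 14% in these data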;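 also: inhibitors block serine hydrolase probe labeling of LYPLA1 so polarization falls; 0% = enzyme with DMSO and 100% = wells lacking LYPLA1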
Target sequence (O75608 whole entry, looked up): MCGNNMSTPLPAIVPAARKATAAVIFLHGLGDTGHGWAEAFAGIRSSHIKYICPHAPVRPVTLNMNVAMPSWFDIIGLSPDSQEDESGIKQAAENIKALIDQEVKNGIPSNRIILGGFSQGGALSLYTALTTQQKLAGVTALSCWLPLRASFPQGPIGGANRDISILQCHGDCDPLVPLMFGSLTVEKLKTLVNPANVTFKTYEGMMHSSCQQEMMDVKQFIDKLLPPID
PREPL inh: PREPL enzyme inhibitors, primary screen, biochemical, fluorescence polarization | Prolyl endopeptidase-like (Homo sapiens), Q4J6C6 | recombinant PREPL, fluorescence polarization activity-based probe | inhibition, % at 5.96 µM | 320,000 tested, 0.68% active; in the data active = inhibition above about 43%;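 also: 0% = enzyme with DMSO and 100% = wells lacking enzyme; many of its hits are not listed in these tables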
Target sequence (Q4J6C6 whole entry, looked up): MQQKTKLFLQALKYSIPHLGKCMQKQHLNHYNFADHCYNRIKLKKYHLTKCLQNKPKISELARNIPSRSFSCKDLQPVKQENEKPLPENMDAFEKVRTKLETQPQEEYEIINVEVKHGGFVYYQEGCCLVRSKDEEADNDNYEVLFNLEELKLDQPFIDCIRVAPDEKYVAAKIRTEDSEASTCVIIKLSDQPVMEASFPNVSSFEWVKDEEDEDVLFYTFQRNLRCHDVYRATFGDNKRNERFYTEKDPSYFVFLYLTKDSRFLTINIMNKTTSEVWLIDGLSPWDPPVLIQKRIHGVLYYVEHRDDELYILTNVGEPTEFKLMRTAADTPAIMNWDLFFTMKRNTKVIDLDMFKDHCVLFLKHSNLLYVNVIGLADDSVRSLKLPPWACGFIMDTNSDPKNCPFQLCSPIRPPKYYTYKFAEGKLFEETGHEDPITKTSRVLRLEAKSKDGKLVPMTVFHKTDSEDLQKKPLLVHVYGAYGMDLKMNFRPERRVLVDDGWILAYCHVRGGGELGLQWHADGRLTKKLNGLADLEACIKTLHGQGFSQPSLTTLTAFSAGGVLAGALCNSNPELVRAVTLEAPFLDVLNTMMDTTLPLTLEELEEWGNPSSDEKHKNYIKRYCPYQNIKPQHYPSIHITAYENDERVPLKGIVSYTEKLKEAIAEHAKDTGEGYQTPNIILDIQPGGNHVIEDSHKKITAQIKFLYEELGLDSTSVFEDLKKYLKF
PAFAH2 inh: PAFAH2 enzyme inhibitors, primary screen, biochemical, fluorescence polarization, human; inhibition, % at 3.39 µM; Platelet-activating factor acetylhydrolase 2, cytoplasmic (Homo sapiens), Q99487; recombinant PAFAH2, FP-rhodamine activity probe; 340,000 tested, 0.99% active;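 active = inhibition above the mean over all tested compounds plus 3 SD, cut at about 30% in these data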;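 also: inhibitors block probe labeling of enzyme so polarization drops; 0% = enzyme with DMSO and 100% = wells lacking PAFAH2 protein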
LYPLA2 counter: LYPLA2 inhibitors, primary screen, counter-screen for PME1 inhibitor project, biochemical, fluorescence polarization, FP-Rh probe ABPP; Acyl-protein thioesterase 2 (Homo sapiens), O95372; recombinant LYPLA2; inhibition, % at 5.9 µM; 320,000 tested, 0.38% active;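 active = inhibition above the screen-wide mean plus 3 SD, limit set per campaign, cut at about 26% in these data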;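 also: 0% = LYPLA2 with DMSO and 100% = wells lacking LYPLA2 enzyme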
PAFAH1B3 inh: PAFAH1B3 enzyme inhibitors, primary screen, biochemical, fluorescence polarization, human; inhibition, % at 3.39 µM; Platelet-activating factor acetylhydrolase IB subunit alpha1 (Homo sapiens), Q15102; 340,000 tested, 0.28% active; recombinant PAFAH1B3, FP-rhodamine probe; AID 492972, 2010;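 active = inhibition above the screen-wide average of all tested compounds plus 3 SD, cut at about 25% in these data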;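 also: 0% = enzyme with DMSO only and 100% = wells lacking PAFAH1B3 protein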
* hit, by the source's call; . = no result given; & = joins results of further samples. Not all compounds are listed; the hit share may differ from the screen's.

SMILES	EBNA-1 inh	ZTA counter	pPAFAH inh	PAFAH1B2 inh	LYPLA1 inh	PREPL inh	PAFAH2 inh	LYPLA2 counter	PAFAH1B3 inh
CCCc1cc(=O)[nH]c(SCC(=O)NC2CC2)n1	.	.	-3.1	-0.9	.	8.4	1.0	.	7.0
COc1ccc(CC(=O)Oc2ccc(Br)cc2F)cc1S(=O)(=O)N1CCOCC1	-8.7	6.2	-7.0	11.1	-0.3	4.7	8.7	-10.1	11.5
CC12CCC(c3c1nc1ccccc1[n+]3[O-])C2(C)C (configuration not stated)	6.8	-0.2	-1.3	7.9	3.0	2.5	-1.9	-7.1	0.7
Cc1cccc(C2c3[nH]c4ccccc4c3CCN2C(=O)c2cc(-c3cccn3C)n[nH]2)n1 (configuration not stated)	-11.1	5.6	6.0	1.9	-2.5	15.3	5.3	-3.7	1.0
CS(=O)(=O)Nc1ccc(C(=O)Nc2ccccc2C(=O)NCc2ccco2)cc1	14.1	6.8	5.2	-2.0	-3.1	1.4	-3.0	-3.6	5.7
Cc1ccc(S(=O)(=O)N2CCN(CC(O)c3ccccc3)CC2)cc1C (configuration not stated)	3.0	20.7	3.7	1.1	1.4	1.8	1.1	4.4	-12.0
N=c1ncn(CC(O)CO)c2nc(N3CCOCC3)[nH]c12 (configuration not stated)	-7.1	2.8	-9.1	5.8	0.3	-7.0	6.0	0.6	-2.5
O=C(Nc1ccc(C(=O)N2CCN(c3ccc(F)cc3)CC2)cc1)C1=CSCCO1	6.2	-5.6	8.4	5.7	1.4	12.0	-3.6	20.2	9.7
O=C(COC(=O)c1cc([N+](=O)[O-])ccc1N1CCOCC1)c1ccccc1	-1.0	-6.5	8.3	-1.2	3.0	24.7	-0.3	-0.2	-3.7
CC(=O)c1cccc(N(CC(=O)NC2CCCC2)C(=O)c2ccc(C)s2)c1	-5.1	-16.0	-4.2	1.3	3.5	-7.0	6.9	1.3	-0.7
CN1CCN(c2oc(-c3ccco3)nc2S(=O)(=O)c2ccccc2)CC1	2.5	-7.7	-6.0	-1.6	-1.0	10.0	-4.3	-0.4	5.9
COc1cccc(-n2c(C)cc(/C=C3\C(=N)N4N=C(CC(=O)N5CCOCC5)SC4=NC3=O)c2C)c1	-4.1	4.6	22.7	6.7	1.2	7.8	5.5	-0.8	4.6
CCN1C(=O)[C@H]2[C@@H](c3ccc(-c4cccc(Cl)c4)cc3)N[C@@](C)(C(=O)OC)[C@H]2C1=O	9.9	0.3	33.9*	-1.7	-4.4	-13.5	-10.3	-2.0	0.0
C1=C(CCNc2ncnc3nc[nH]c23)CCCC1	2.2	-17.5	-1.3	-1.3	-1.4	-4.3	4.2	3.9	11.1
O=C(c1cc2c(s1)CCCC2)N1CCN(S(=O)(=O)c2ccccc2C(F)(F)F)CC1	4.2	8.2	12.6	1.8	-6.3	13.4	2.8	-2.8	3.8
Cc1ccc(C(=O)N2CC(C)CC(C)C2)cc1NC1=NC2CS(=O)(=O)CC2S1 (configuration not stated)	-8.2	15.0	3.9	2.8	-2.9	-8.0	-0.4	-1.9	-1.2
C/C(N)=C(/C#N)C(=O)COC(=O)c1cc(C)n(-c2ccc(F)cc2)c1C	-24.5	0.5	36.4*	5.4&1.2	-5.9	-8.7	7.1&7.8	-5.3	7.2&-1.6
CCN(CC)c1ccc(S(=O)(=O)N2CCCCC2)cc1NC(=O)C1=COCCO1	2.7	7.6	-6.0	8.2	0.4	5.7	-6.2	-6.3	4.8
CCOc1ccc(N2CC(C(=O)NCc3cccc(C)c3)CC2=O)cc1 (configuration not stated)	-21.8	-12.6	0.4	1.9	-0.9	-0.4	-1.2	0.1	6.6
Cc1csc(=O)n1CC(=O)OCC(=O)Nc1cc(S(=O)(=O)N2CCOCC2)ccc1Cl	-4.8	4.5	9.7	0.9	3.3	7.8	1.8	-2.9	12.4
COc1cc(C2C(C(=O)Nc3ccccc3OC)=C(C)Nc3ncnn32)ccc1O (configuration not stated)	-6.9	6.9	0.5	7.7	0.5	-8.4	-9.1	6.3	3.4
Nc1nc(C2CC(=O)OC23CCCCC3)cs1 (configuration not stated)	6.8	11.9	-1.2	18.0	2.5	9.7	9.0	1.9	9.0
COc1cc(C(C(=O)NC2CCCCC2)N(C(=O)Cc2c[nH]c3ccccc23)c2ccccc2C)cc(OC)c1OC (configuration not stated)	4.7	9.8	7.3	7.1	-2.6	0.8	5.1	-7.7	10.2
O=C1C2C(C(=O)N1/N=C/c1ccc([N+](=O)[O-])o1)C1C=CC2C12CC2 (configuration not stated)	2.2	3.7	2.4	0.9	-2.3	4.2	1.8	-2.1	8.1
O=c1c2cccnc2n(-c2ccccc2)n1Cc1c(Cl)cccc1Cl	4.1	1.7	-1.3	3.3	0.0	25.4	3.6	3.8	1.1
O=C(/C=C/c1cc[n+](CC(=O)c2ccc3cccc4c3c2CC4)cc1)c1ccc2cccc3c2c1CC3	-1.7	1.0	71.2*	-5.5	77.7*	-33.0	22.3	83.3*	2.2
N#C/C(=C(/O)Cc1ccccc1)P(=O)(c1ccccc1)c1ccccc1	-8.9	3.5	1.4	2.3	-0.7	-4.5	4.3	-0.3	-1.0
COc1ccc(CCn2c(SCC(=O)Nc3cc(C)on3)nc3ccccc3c2=O)cc1OC	8.0	1.3	0.3	0.7	-2.5	2.7	-11.4	0.0	9.7
CCOc1ccc(-n2c(C)cc(/C=N/N(C)C)c2C)cc1	3.1	-2.5	2.4	-2.4	1.5	22.8	0.6	6.7	-0.2
CCOC(=O)c1[nH]cnc1C(=O)Nc1cccc(OC)c1	-10.4	-8.2	-2.9	9.0	-1.2	8.0	0.7	-4.1	3.3

3 of the entries above in order of the pPAFAH inh value, descending:
SMILES	pPAFAH inh
Cc1csc(=O)n1CC(=O)OCC(=O)Nc1cc(S(=O)(=O)N2CCOCC2)ccc1Cl	9.7
COc1cc(C(C(=O)NC2CCCCC2)N(C(=O)Cc2c[nH]c3ccccc23)c2ccccc2C)cc(OC)c1OC (configuration not stated)	7.3
Nc1nc(C2CC(=O)OC23CCCCC3)cs1 (configuration not stated)	-1.2

Next section:
SMILES	EBNA-1 inh	ZTA counter	pPAFAH inh	PAFAH1B2 inh	LYPLA1 inh	PREPL inh	PAFAH2 inh	LYPLA2 counter	PAFAH1B3 inh
CN(C(=O)c1ccc(NC(=O)Cc2cccc(NC(=O)C3CCCN(C(=O)C4CC4)C3)c2)cc1)C1CCCC1 (configuration not stated)	.	-5.8	0.2	4.7	-1.2	-2.1	-4.7	-3.4	-1.0
Cc1nn(-c2ccccc2)c(C)c1/C=N/n1c(-c2ccc(Cl)cc2)n[nH]c1=S	16.5	-2.2	2.9	5.8	0.0	0.2	4.4	2.5	-2.2
COCCN(CC1CCCN(C2Cc3ccccc3C2)C1)C(=O)CCSC (configuration not stated)	-7.1	9.0	2.1	-2.3	2.5	15.4	18.5	4.7	9.0
C=CCOc1ccc2c(c1)c(=O)cc(C(=O)O)n2CC	0.6	26.0	2.8	1.1	1.4	-0.6	-9.7	-1.3	3.5
Cc1cc(C(=O)Cn2nc(C(=O)O)c3ccccc3c2=O)c(C)n1-c1ccc(F)cc1	11.7	-5.5	0.7	-1.8	-10.7	-19.8	1.8	-5.0	-2.9
O=Cc1c(-c2ccc(Cl)cc2)oc2ccc(O)cc12	6.4	-5.8	16.0	.	-5.3	-3.8	.	-4.5	.
COc1ccc(NC(=O)CO/N=C/C(=O)Nc2ccccc2C)c([N+](=O)[O-])c1	.	-9.7	7.8	3.4	-1.5	25.1	-3.9	2.1	4.5
Fc1ccc(-c2csc(NC3=NCCC3)n2)cc1	-0.5	-3.2	0.4	0.9	0.2	-14.8	3.3	3.9	7.4
COc1cccc2c1OCC/C2=N\NC(=O)C(C)Oc1ccc([N+](=O)[O-])cc1 (configuration not stated)	0.6	-5.7	-0.3	3.9	-0.4	13.9	7.6	5.2	4.0
CN(CC(=O)Nc1cccc(F)c1)C(=O)c1cc(S(=O)(=O)N2CCN(c3ccccc3)CC2)ccc1Cl	.	-10.3	3.0	1.7	-6.7	-31.0	4.6	-5.8	-0.8
Cn1nnnc1Sc1ncnc2scc(-c3cccs3)c12	.	4.2	9.7	6.4	-1.9	12.2	10.8	3.1	0.0
O=C(Cc1ccc([N+](=O)[O-])cc1)Nc1ccc(Cl)cc1	-2.3	-5.2	8.3	0.8	0.9	12.9	7.0	6.6	-2.9
CCNC(=O)Oc1ccc[nH]c1=O	1.0	1.9	2.2	6.4	-0.3	2.7	6.4	-4.7	0.7
COc1cccc2c(O)c(-c3ccccc3)c(=O)[nH]c12	-4.9	-6.9	3.6	.	3.8	-4.7	.	5.0	.
Cc1cc(C)n(C(=O)c2ccc(S(=O)(=O)N3CCOCC3)cc2)n1	-7.6	-0.9	-0.2	-1.1	-2.0	4.2	-8.5	-6.8	-1.2
Cc1c(C(=O)N2CC3(CC(c4cccc(NC(=O)CC(c5ccccc5)c5ccccc5)c4)=NO3)C[C@@H]2C(N)=O)cc([N+](=O)[O-])cc1[N+](=O)[O-] (some centres not stated)	5.2	3.4	3.0	-3.6	-19.4	11.6	-26.5	-35.9	4.4
Cc1cccc(C(=O)Nc2ccc3c(c2)nc(C)n3C)c1	19.4	18.6	5.8	1.2	-1.5	-4.4	0.2	-4.8	3.9
O=S(=O)(Nc1nc2ccccc2nc1-[n+]1cccc(N=C([O-])c2ccccc2Cl)c1)c1ccccc1	-8.5	1.7	7.3	.	-3.5	2.0	.	-3.2	.
CC1CCc2nc(NC(=O)CCSc3ccccc3)sc2C1 (configuration not stated)	0.4	0.1	4.2	1.5	3.6	-0.1	-1.5	0.4	-4.6
O=C(O)CC1S/C(=N\N=C2CCCCCC2)N(c2ccccc2)C1=O (configuration not stated)	3.6	2.6	-2.1	3.9	2.7	0.6	-1.1	1.0	7.3
CCOc1ccc(NC(=O)CSc2nnc(-c3ccoc3C)n2CC2CCCO2)cc1 (configuration not stated)	-10.4	2.7	-4.2	1.8	-5.3	8.5	-2.2	-7.9	8.9
Cc1ccc(NC(=O)CN(C)C(=O)c2ccc(Sc3nncn3C)c([N+](=O)[O-])c2)cc1	.	-13.4	1.0	-2.4	0.5	9.7	-2.7	4.8	-1.8
O=C(CSc1nnc(-c2ccco2)o1)NC1CCCCC1	-10.2	-3.7	2.1	2.8	-2.2	-3.6	1.4	1.7	2.5
O=C(OCc1ccc([N+](=O)[O-])cc1)c1cc2ccccc2oc1=O	-4.2	-7.3	3.0	1.0	2.3	12.4	-1.3	0.8	-0.5
CC(C)COC(=O)N1CCN(S(=O)(=O)c2ccc3c(c2)CCC3)CC1	.	-2.5	-1.0	-1.0	1.9	-3.9	2.7	1.2	0.1
CC(C)Oc1ccc(N2CC(C(=O)Nc3ccccc3C(=O)NC3CC3)CC2=O)cc1 (configuration not stated)	-8.6	-19.6	0.2	3.3	0.6	3.0	-9.8	1.0	3.7
CCOC(=O)C1=C(COC(=O)c2ccc3ccccc3c2O)NC(=O)NC1C (configuration not stated)	.	-0.6	0.8	1.4	-20.5	-79.2	7.0	-11.4	-0.6
